S1P1 ag: S1P1 (human) receptor agonism. P21453. S1P1 agonist cell-based reporter assay. activation, % at 4.5 µM. 16,000 tested, 1.5% active; in the data active = activation above about 80%
PME-1 Maybr inh: Maybridge compound blocking human PME-1; recombinant PME-1, FP-Rh probe fluorescence polarization; inhibition, % at 9 µM; 16,000 tested, 0.5% active; AID 2291; in the data active = inhibition above about 30%
Target sequence (Q9Y570 whole entry, looked up): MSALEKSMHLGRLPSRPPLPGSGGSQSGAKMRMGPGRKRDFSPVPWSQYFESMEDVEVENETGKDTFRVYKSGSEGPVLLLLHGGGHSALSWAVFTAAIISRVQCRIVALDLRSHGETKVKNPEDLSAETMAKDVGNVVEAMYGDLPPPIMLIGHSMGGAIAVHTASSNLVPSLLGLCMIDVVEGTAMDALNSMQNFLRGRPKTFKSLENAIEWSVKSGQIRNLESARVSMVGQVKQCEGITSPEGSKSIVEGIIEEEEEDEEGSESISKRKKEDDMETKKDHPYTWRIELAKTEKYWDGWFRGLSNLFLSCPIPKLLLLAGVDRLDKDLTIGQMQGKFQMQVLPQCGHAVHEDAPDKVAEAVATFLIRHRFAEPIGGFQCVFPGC
rat GALR2 agon: activates the rat galanin receptor 2. O08726. cell-based GALR2 agonist screen. activation, % at 10 µM. 16,000 tested, 0.5% active. AID 833; in the data active = activation above about 15%
Target sequence (O08726 whole entry, looked up): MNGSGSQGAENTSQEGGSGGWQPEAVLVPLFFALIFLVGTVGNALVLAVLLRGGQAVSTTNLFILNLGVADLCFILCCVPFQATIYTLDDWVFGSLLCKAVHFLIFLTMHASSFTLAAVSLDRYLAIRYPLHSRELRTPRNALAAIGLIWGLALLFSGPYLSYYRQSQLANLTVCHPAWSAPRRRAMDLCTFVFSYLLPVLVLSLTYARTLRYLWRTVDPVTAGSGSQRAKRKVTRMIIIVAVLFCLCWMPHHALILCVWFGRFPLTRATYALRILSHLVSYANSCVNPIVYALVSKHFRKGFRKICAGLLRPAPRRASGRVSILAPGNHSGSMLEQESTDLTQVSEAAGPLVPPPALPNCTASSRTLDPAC
KOR antag MB: OPRK1 (human) antagonism, Maybridge screen | P41145 | AID 652031 | 16,000 tested, 0.4% active | inhibition, % at 9 µM | OPRK1 cells, antagonist mode, fluorescence readout; in the data active = inhibition above about 50%
luminol inh ctr: quenches luminol chemiluminescence in Nox1 counter-screen | HRP/luminol/H2O2 chemiluminescence counterscreen | inhibition, % at 6.7 µM | 16,000 tested, 0.4% active; note: reference of the scale not given here
NOTCH ag: activates NOTCH signaling in reporter cells; 15,000 tested, 0.4% active; NOTCH signaling luciferase reporter cells, luminescence; AID 434982; activation, % at 2.5 µM; in the data active = activation above about 2.2%
TLR4-MyD88 inh: blocks binding of human TLR4 to MyD88 | Cell-based TLR4-MyD88 binding inhibition assay | inhibition, % at 10 µM | AID 811 | O00206 | 16,000 tested, 0.06% active; in the data active = inhibition above about 45%
Nox1 inh: blocks human NADPH oxidase 1 activity | HT29 cells, luminol chemiluminescence ROS | inhibition, % at 6.7 µM | 16,000 tested, 0.81% active | AID 1792
The depositor's hits bear a star; / = no result given. Cut-off read from the data, not from the text of the source, unless noted: active = inhibition above about 75%; inactive = the rest.

The first 10 entries, to show the layout:
Letters – A = S1P1 ag; B = PME-1 Maybr inh; C = rat GALR2 agon; D = KOR antag MB; E = luminol inh ctr; F = NOTCH ag; G = TLR4-MyD88 inh; H = Nox1 inh
S=C(NCC1CC1)Nc1cccnc1
  A = -25.5; B = 1.9; C = -8.7; D = -15.7; E = 0.1; F = /; G = 2.9; H = -20.0

CCOC(=O)CC(C)(C)CC(=O)C1CNC2=C(C1)C(=O)CC(C)(C)C2 (stereo unspecified)
  A = -7.0; B = 2.0; C = -6.8; D = -31.7; E = -2.1; F = -0.6; G = 4.2; H = -21.4

Cc1ccc(-n2cc3ccccc3c2C#N)nc1
  A = -18.5; B = -0.2; C = -13.2; D = -11.8; E = 5.2; F = /; G = -2.1; H = -35.0

Cc1sc(NC(=O)CN2CCN(c3ccccc3)CC2)c(C#N)c1C
  A = -6.2; B = 1.8; C = -4.2; D = 7.5; E = 1.1; F = 0.2; G = -5.5; H = -0.8

Oc1ccc(Br)cc1C=NCc1cccnc1
  A = -6.4; B = -3.0; C = 4.0; D = 20.9; E = 3.5; F = -0.7; G = 10.6; H = -29.6

O=C(NC(NCc1ccccn1)(C(F)(F)F)C(F)(F)F)c1cccnc1
  A = -6.7; B = -1.2; C = -7.1; D = -8.9; E = 3.0; F = /; G = 3.5; H = -9.7

O=C(NC(=O)c1ccccc1C(F)(F)F)NN1CCCCC1
  A = -8.2; B = 4.4; C = -6.4; D = -0.3; E = -4.9; F = 0.1; G = 2.3; H = -11.2

Nc1nc(Nc2ccccc2)n[nH]1
  A = -20.2; B = -2.0; C = -9.3; D = -0.3; E = 13.0; F = /; G = -13.5; H = 77.5*

CN(C)c1ccc(/C=N/N)cc1
  A = -7.9; B = 1.0; C = -7.6; D = -28.3; E = 1.6; F = 0.4; G = -0.2; H = -10.8

CC(=O)Nc1ccccc1NC(C)=O
  A = 1.7; B = -2.7; C = -5.4; D = 17.6; E = -0.4; F = -0.6; G = 2.0; H = -23.8

This part in full, previewed entries included:
Letters – A = S1P1 ag; B = PME-1 Maybr inh; C = rat GALR2 agon; D = KOR antag MB; E = luminol inh ctr; F = NOTCH ag; G = TLR4-MyD88 inh; H = Nox1 inh
S=C(NCC1CC1)Nc1cccnc1
  A = -25.5; B = 1.9; C = -8.7; D = -15.7; E = 0.1; F = /; G = 2.9; H = -20.0

CCOC(=O)CC(C)(C)CC(=O)C1CNC2=C(C1)C(=O)CC(C)(C)C2 (stereo unspecified)
  A = -7.0; B = 2.0; C = -6.8; D = -31.7; E = -2.1; F = -0.6; G = 4.2; H = -21.4

Cc1ccc(-n2cc3ccccc3c2C#N)nc1
  A = -18.5; B = -0.2; C = -13.2; D = -11.8; E = 5.2; F = /; G = -2.1; H = -35.0

Cc1sc(NC(=O)CN2CCN(c3ccccc3)CC2)c(C#N)c1C
  A = -6.2; B = 1.8; C = -4.2; D = 7.5; E = 1.1; F = 0.2; G = -5.5; H = -0.8

Oc1ccc(Br)cc1C=NCc1cccnc1
  A = -6.4; B = -3.0; C = 4.0; D = 20.9; E = 3.5; F = -0.7; G = 10.6; H = -29.6

O=C(NC(NCc1ccccn1)(C(F)(F)F)C(F)(F)F)c1cccnc1
  A = -6.7; B = -1.2; C = -7.1; D = -8.9; E = 3.0; F = /; G = 3.5; H = -9.7

O=C(NC(=O)c1ccccc1C(F)(F)F)NN1CCCCC1
  A = -8.2; B = 4.4; C = -6.4; D = -0.3; E = -4.9; F = 0.1; G = 2.3; H = -11.2

Nc1nc(Nc2ccccc2)n[nH]1
  A = -20.2; B = -2.0; C = -9.3; D = -0.3; E = 13.0; F = /; G = -13.5; H = 77.5*

CN(C)c1ccc(/C=N/N)cc1
  A = -7.9; B = 1.0; C = -7.6; D = -28.3; E = 1.6; F = 0.4; G = -0.2; H = -10.8

CC(=O)Nc1ccccc1NC(C)=O
  A = 1.7; B = -2.7; C = -5.4; D = 17.6; E = -0.4; F = -0.6; G = 2.0; H = -23.8

O=C(NC(=O)c1cnccc1C(F)(F)F)Nc1ccccc1
  A = -6.5; B = 2.6; C = -7.6; D = 0.3; E = -1.4; F = 0.0; G = 9.7; H = -12.9

COC(=O)c1ccsc1NC(C)=O
  A = -7.5; B = 7.0; C = -5.3; D = -3.6; E = -5.1; F = 0.1; G = -0.2; H = 8.3

CSc1nn2c(C(F)(F)F)cc(C(F)(F)F)nc2c1C#N
  A = -9.6; B = 3.9; C = 10.5; D = -2.6; E = 2.6; F = -0.1; G = 1.5; H = -52.4

COc1cc(C=NCCCN=Cc2cc(OC)c(OC)c(OC)c2)cc(OC)c1OC
  A = -8.4; B = 4.8; C = -5.8; D = 13.9; E = -3.7; F = -0.5; G = 2.6; H = 0.6

CCOC(=O)C(Nc1cccc(F)c1)(NS(=O)(=O)c1ccc(C)cc1)C(F)(F)F (stereo unspecified)
  A = 0.7; B = 5.0; C = 0.6; D = -11.5; E = -6.5; F = 0.1; G = -12.1; H = 4.8

CCOC(=O)c1nnc2c3c(-c4ccccc4)c(-c4ccccc4)nnc3nn2c1C
  A = 101.4*; B = 4.0; C = -7.2; D = 5.5; E = 10.2; F = -0.6; G = -9.7; H = -5.6

OC1(c2cc(C(F)(F)F)cc(C(F)(F)F)c2)CC1
  A = 10.9; B = -1.5; C = -1.9; D = 14.4; E = 2.9; F = -1.2; G = 12.8; H = -33.7

O=C1CS/C(=N/N=C/c2cn(-c3ccccc3)nc2-c2ccccc2)N1
  A = -19.2; B = -3.8; C = -2.9; D = 10.6; E = -3.1; F = 0.1; G = 3.6; H = 2.5

O=C(/C=C/c1cccs1)Nc1ccc(F)cc1
  A = 10.1; B = -1.9; C = -2.9; D = 6.3; E = -0.4; F = -0.1; G = 2.6; H = -47.0

Cc1nc(-c2noc(C(=O)NNC(=O)Nc3cccc(C(F)(F)F)c3)n2)cs1
  A = -0.3; B = 7.5; C = -3.1; D = 7.3; E = 17.9; F = -0.3; G = 4.3; H = -29.6

Cc1onc(-c2ccccc2)c1C(=O)n1cccc1
  A = -5.8; B = -2.1; C = -6.5; D = -5.2; E = -0.7; F = /; G = -6.9; H = -6.6

Cc1ccc(S(=O)(=O)OCC2C3CCC(C3)C2O)cc1 (stereo unspecified)
  A = 12.9; B = -2.5; C = -4.9; D = 26.6; E = 1.7; F = -0.8; G = 6.8; H = -103.7

O=C(O)c1ccccc1C(=O)NCc1ccccc1OC(F)(F)F
  A = -0.8; B = 3.6; C = -6.9; D = -4.4; E = -0.9; F = -0.4; G = -3.8; H = -12.2

COC(=O)c1ccc(S(=O)(=O)NNC(=O)c2ccc(Cl)cc2)n1C
  A = -8.5; B = 2.8; C = -5.7; D = 1.8; E = 23.8; F = -0.3; G = 10.5; H = -10.2

O=C1CCSC(c2cccnc2)N1CCc1ccc(Cl)cc1 (stereo unspecified)
  A = -4.4; B = 4.4; C = -1.1; D = -8.1; E = -0.1; F = 0.0; G = 2.1; H = -37.0

O=C(Nc1csc(Cc2c(Cl)cccc2Cl)n1)NN1CCOCC1
  A = -11.8; B = 0.7; C = -8.7; D = 5.4; E = 1.1; F = -0.7; G = -3.5; H = -14.3

CSc1ncc(C#N)c2nc(-c3ccc(N(C)C)cc3)nn12
  A = 13.8; B = 8.1; C = -5.4; D = 22.2; E = -6.4; F = -0.1; G = 7.1; H = 14.3

O=S(=O)(Nc1ccc(N2CCN(c3ccc(C(F)(F)F)cn3)CC2)nc1)c1cccc(Cl)c1
  A = 43.9; B = -0.2; C = -9.1; D = -4.4; E = 5.4; F = -0.6; G = 3.2; H = 8.0

CC(C)(C)C(=O)Cn1nnc(-c2ccncc2)n1
  A = -8.3; B = -0.3; C = -2.8; D = -5.7; E = 1.8; F = -0.7; G = 0.8; H = -56.0

CC(C)(C)OC(=O)NNC(=O)c1ccccc1C(=O)O
  A = -1.6; B = 3.8; C = -4.0; D = -4.7; E = -3.4; F = -0.4; G = -1.2; H = -20.0

CC(=O)c1cc(-n2nc3ccccc3n2)c(O)c(-n2nc3ccccc3n2)c1O
  A = 12.2; B = -3.1; C = -6.0; D = -16.1; E = 0.6; F = -0.5; G = 3.8; H = -46.3

COc1ccc(/C=N/c2nc3ccccc3[nH]2)cc1
  A = -1.6; B = 2.0; C = -9.8; D = 4.8; E = -3.3; F = /; G = 2.5; H = -10.0

COc1ccc(-c2[nH]c(=S)[nH]c(=O)c2C#N)cc1OC
  A = -9.2; B = 0.2; C = -6.0; D = 0.3; E = 6.5; F = -0.9; G = -4.7; H = 63.0

CCOC(=O)c1cnc(Sc2ccc(C(F)(F)F)cc2[N+](=O)[O-])nc1N
  A = 15.0; B = -0.6; C = -4.9; D = -2.6; E = -2.7; F = 0.3; G = 14.9; H = -16.7

O=C(CSc1nc2ccccc2c(=O)n1Cc1ccco1)c1ccccc1
  A = -3.5; B = 0.5; C = -4.3; D = -25.7; E = 0.5; F = -0.8; G = 7.6; H = -52.1

Cc1nc2c(C)c(C)c(C)c(C)c2[nH]1
  A = 7.0; B = -1.2; C = -3.9; D = 8.2; E = 1.3; F = -6.0; G = -2.7; H = -18.4

O=C(O)Cc1csc(-c2cnccn2)n1
  A = -6.4; B = -0.3; C = -2.9; D = 5.3; E = -2.1; F = 0.0; G = 11.4; H = -11.4

O=C(c1cccs1)N1CCC(n2cccc2)CC1
  A = -3.4; B = 0.1; C = -1.5; D = -11.3; E = 12.4; F = 0.7; G = -9.8; H = -67.2

O=[N+]([O-])c1cc(C(F)(F)F)cc([N+](=O)[O-])c1N1CCSCC1
  A = 98.8*; B = 6.2; C = -4.6; D = -18.0; E = -1.6; F = 0.0; G = 5.8; H = 1.7

O=S(=O)(CCCCCS(=O)(=O)c1ccccc1)c1ccccc1
  A = -1.2; B = 1.9; C = -1.8; D = 9.0; E = -2.3; F = -0.1; G = 4.7; H = -17.1

Cn1c(SCC(=O)c2ccc(Cl)cc2)nnc1-c1ccncc1
  A = -11.8; B = -1.4; C = -5.6; D = 6.4; E = 14.3; F = -0.7; G = 3.0; H = -60.0

OC(CNCCNc1ccc(C(F)(F)F)cn1)CSc1ccc(F)cc1 (stereo unspecified)
  A = -7.2; B = 3.0; C = -2.9; D = -16.1; E = -5.0; F = 0.1; G = -5.3; H = 6.7

O=c1c(Cl)c(O)c2ccccc2n1Cc1ccccc1
  A = 8.8; B = 2.5; C = -4.5; D = -8.9; E = -2.4; F = -0.4; G = 2.9; H = -27.0

COc1ccc(/C=N/Nc2c([N+](=O)[O-])c(C)nn2C)cc1
  A = 7.4; B = 0.5; C = -4.5; D = 1.4; E = -1.6; F = 0.2; G = 0.9; H = -33.8

O=C1Nc2ccccc2C12OCCO2
  A = 8.7; B = 1.8; C = -6.0; D = 6.9; E = -2.3; F = 0.3; G = 0.5; H = 10.8

CC(=O)Nc1cc2cc(-n3cccc3)ccc2oc1=O
  A = -6.6; B = 0.3; C = -5.7; D = 18.1; E = -1.6; F = 0.1; G = 2.7; H = -33.9

COc1ncc(C(=O)NNC(=O)c2ccno2)cc1[N+](=O)[O-]
  A = -10.0; B = -3.5; C = -4.4; D = 8.6; E = 15.7; F = -0.3; G = 8.3; H = -56.7

CCOC(=O)C(Cc1cccc(C(=O)OC)c1)NC(=O)c1ccccc1 (stereo unspecified)
  A = -1.6; B = 1.8; C = -4.7; D = 3.7; E = 2.9; F = -0.9; G = 0.2; H = -13.1

COC(=O)c1ccc(S(=O)(=O)NCCN2CCNC2=O)n1C
  A = -4.6; B = 0.6; C = -7.4; D = -5.6; E = 1.8; F = -0.5; G = 7.1; H = -19.1

O=C(Cn1nnc(N2CCCC2)n1)c1ccc(Cl)cc1
  A = -22.8; B = 6.0; C = -3.1; D = 16.3; E = 1.7; F = 0.2; G = -11.3; H = -0.5

(list continues)
Letters – A = S1P1 ag; B = PME-1 Maybr inh; C = rat GALR2 agon; D = KOR antag MB; E = luminol inh ctr; F = NOTCH ag; G = TLR4-MyD88 inh; H = Nox1 inh
O=S(=O)(c1ccc2c(c1)CCO2)N1CCCN(c2ccc(C(F)(F)F)cn2)CC1
  A = 22.4; B = 9.5; C = -6.3; D = -2.3; E = -8.5; F = -0.8; G = -0.3; H = 19.4

O=C1Nc2ccccc2/C1=N\N=C\c1cc(Br)ccc1O
  A = 7.7; B = 1.5; C = -5.8; D = 0.3; E = -2.6; F = 0.8; G = 6.0; H = -17.5

N#C/C(=C\N1CCC(C(F)(F)F)CC1)S(=O)(=O)c1ccccc1
  A = -0.5; B = 4.7; C = -6.3; D = 2.8; E = -4.4; F = 0.1; G = -1.7; H = -3.1

COc1ccc(C(C)=O)cc1CSC(=S)N1CCSCC1
  A = 8.1; B = 4.4; C = -3.8; D = -6.6; E = -2.8; F = -0.1; G = -3.9; H = -18.4

COC(=O)c1sc(SC)c(S(=O)(=O)C(C)C)c1N/N=C(\C#N)C(=O)c1ccccc1
  A = -13.9; B = 21.6; C = -0.6; D = -3.5; E = -0.2; F = 0.6; G = -6.8; H = 24.8

N#C/C(=C\Nc1cccnc1)S(=O)(=O)c1ccc(Cl)cc1
  A = -13.5; B = 1.6; C = -5.7; D = 0.8; E = -1.6; F = -0.6; G = 7.9; H = -68.6

From PubChem BioAssay
